TROY NFkB inh: inhibitors of TROY-driven NF-kB signaling, primary screen, Q293 LMP1-TROYcd cells, NF-kB luciferase, uHTS. Q293 LMP1-TROYcd NF-kB luciferase reporter, 4 h. inhibition, % at 10 µM. 0.98% of 360,000 active. AID 1347056, 2019;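 active = compounds whose plate-normalised and pattern-corrected inhibition of the luciferase reporter signal at the single screening dose is 50% or more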
KKLEB tox: cytotoxicity in KKLEB CF airway cells, primary screen, cytotoxicity control for CF NF-kB inhibitor project, cell-based, uHTS, fluorescence assay plates | KKLEB CF airway cells viability, ATPlite luminescence, overnight; active compounds read low; cells stimulated with P. aeruginosa culture filtrate | activity change (cytotoxicity), % at 5 µM | 0.36% of 360,000 active;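 active = corrected activity change at or below -50% at 5 µM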
MITF TRPM1 inh: inhibitors of MITF-dependent TRPM1 promoter reporter, primary screen, cell-based, SK-MEL-5, single point, luciferase. SK-MEL-5 TRPM1 promoter luciferase, 24 h. inhibition, % at 12.5 µM. 0.83% of 330,000 active;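 active = mean inhibition across replicates of 60% or more, whatever share of single replicates reaches that level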; note: values of inactives mirror those of a sister screen read the other way
CF NFkB inh: inhibitors of PAF-induced NF-kB signaling, primary screen, cell-based, GFP fluorescence, uHTS; inhibition, % at 5 µM; 0.86% of 360,000 active; KKLEB NF-kB-GFP reporter, GFP fluorescence overnight;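 active = at least 50% inhibition at 5 µM, scaled per plate between neutral and stimulator controls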;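 note: PAF is a Pseudomonas aeruginosa culture filtrate used as stimulus; plate controls were PAF-stimulated DMSO wells for no effect and unstimulated DMSO wells for full effect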
TRAIL sens C8: viability loss with TRAIL in NB7+C8 cells, primary screen, TRAIL sensitizer project, cell-based, ATPlite luminescence; inhibition (viability loss, TRAIL sensitization), % at 10 µM; 1% of 360,000 active; AID 624354, 2012;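 active = compounds causing at least 50% loss of cell viability in the single-dose screen, relative to plate controls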
HIF-2a block: HIF-2a reporter inhibitors, primary screen, luminescence, 786-0 RCC cells | 0.72% of 360,000 active | 786-0 RCC cells HIF-2a reporter, luciferase luminescence, overnight | inhibition, % at 18.8 µM | AID 624352, 2012;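 active = inhibition of the luminescence signal of 40% or more relative to plate controls, in a single-dose primary screen at 18.75 µM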
NR2E3 ag-1: inhibitors of NR2E3-RetCOR corepressor binding, primary screen, NR2E3 agonist project, biochemical, TR-FRET, GST-NR2E3, biotin-RetCOR | Photoreceptor-specific nuclear receptor (Homo sapiens), Q9Y5X4 | 1536-well | inhibition of corepressor binding, % at 4.78 µM | 0.12% of 320,000 active | AID 2300, 2010;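 active = percent inhibition above the cutoff of mean plus 3 SD of all tested compounds, set per screening campaign, cut at about 20% in these data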;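 note: 0% = DMSO wells and 100% = biotin wells as full block of FRET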
Target sequence (Q9Y5X4 whole entry, looked up): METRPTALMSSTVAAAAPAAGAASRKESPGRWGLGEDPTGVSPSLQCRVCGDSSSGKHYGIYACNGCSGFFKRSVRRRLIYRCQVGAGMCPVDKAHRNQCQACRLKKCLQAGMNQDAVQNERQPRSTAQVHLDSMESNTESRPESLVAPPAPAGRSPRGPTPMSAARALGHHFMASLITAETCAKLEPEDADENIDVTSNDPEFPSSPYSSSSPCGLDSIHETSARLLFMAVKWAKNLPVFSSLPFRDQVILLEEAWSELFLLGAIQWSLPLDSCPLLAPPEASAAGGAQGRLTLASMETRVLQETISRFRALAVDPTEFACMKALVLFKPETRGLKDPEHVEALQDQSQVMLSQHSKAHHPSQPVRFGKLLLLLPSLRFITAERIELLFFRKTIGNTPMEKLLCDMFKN
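System: GST-NR2E3 and biotin-RetCOR proteins; probe or stimulus: 7 nM biotin-RetCOR; doses: compound at 4.8 µM, single dose; schedule: Compound–protein incubation for 5 h at 4 °C; detection: time-resolved FRET; read-out: percent inhibition; controls: biotin wells as high control, 0.6% DMSO wells as low control; format: 1536-well plates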
NR2E3 ag-2: NR2E3 agonists in two-hybrid cells, primary screen, cell-based, luminescence, CHO-S, Gal4-NCOR/VP16-NR2E3; luciferase; inhibition of corepressor binding, % at 3.98 µM; 0.35% of 360,000 active; AID 602229, 2012;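 active = inhibition above the mean of all tested compounds plus 3 SD, cut at about 70% in these data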;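 note: 0% = DMSO with NR2E3 transfected cells and 100% = cells lacking NR2E3 construct; higher means lower luciferase signal from less NR2E3 corepressor binding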
TWEAK-Fn14 inh: inhibitors of TWEAK-Fn14 signaling, primary screen, luciferase reporter cells, uHTS; TWEAK-stimulated Fn14 reporter cells, luciferase luminescence, 8 h; inhibition, % at 10 µM; 2% of 360,000 active; AID 1159606, 2016; in the data active = inhibition above about 50%
Peg3 prom inh: Peg3 promoter-driven luciferase inhibitors, primary screen, cell-based, HeLa, luciferase luminescence. HeLa PEG-Prom luciferase reporter, overnight. inhibition, % at 20 µM. AID 588405, 2011. 1.7% of 360,000 active;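 active = inhibition of at least 50% at 20 µM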
Shn3 3UTR inh: reduction of Shn3 3'UTR firefly luciferase signal, primary screen, Schnurri-3 inhibitor project, cell-based, Clone20 osteoblasts, set 2; Clone20 osteoblast Shn3 3'UTR firefly luciferase, 24 h; inhibition, % at 12.5 µM; 0.52% of 360,000 active;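 active = mean inhibition of at least 75% with every replicate also reaching 75%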;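 note: 0% = median of neutral control wells and 100% = pilot-screen positive control compound; some compounds past the cut are filed as inactive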
The depositor's hits bear a star; . = not tested or not shown. A portion of the library. The share of hits here may be higher or lower than overall.

Below each SMILES – TROY NFkB inh | KKLEB tox | MITF TRPM1 inh | CF NFkB inh | TRAIL sens C8 | HIF-2a block | NR2E3 ag-1 | NR2E3 ag-2 | TWEAK-Fn14 inh | Peg3 prom inh | Shn3 3UTR inh
- COc1cc(NC(=S)NCCc2ccc(S(N)(=O)=O)cc2)c(OC)cc1Cl
    9 | -4 | -10 | 12 | 1 | 14 | -1 | -8 | 13 | 20 | -18
- CC(C)(C)c1ccc(OCCn2ccccc2=O)cc1
    -80 | -19 | -78 | 9 | -16 | -243 | 1 | -65 | -32 | -301 | -109
- CCc1ccc(C(=O)Cc2cc3cccc(OC)c3oc2=O)cc1
    -35 | 8 | -78 | -8 | -11 | -204 | -2 | -83 | -10 | -166 | -15
- Cn1nc(C(C)(C)C)cc1C(=O)NNC(=O)c1cccc(Cl)c1
    17 | 12 | -2 | -18 | 5 | 5 | 5 | 11 | 14 | 13 | 1
- O=C(NC1CCN(C(=O)Nc2cccc(Cl)c2)CC1)C1CCCCC1
    -9 | -2 | 1 | -6 | -10 | -5 | -3 | -3 | 19 | 9 | -4
- CCOC(=O)N1CCN(C(=O)c2ccc(SC)cc2OC)CC1
    6 | 0 | -2 | 2 | -3 | 4 | 0 | 7 | 10 | 9 | 0
- COc1ccc(Cc2c(O)nc(SC)n(C(C)=O)c2=O)cc1
    10 | 1 | -3 | -4 | -16 | 11 | -4 | 3 | 0 | 9 | -1
- Cc1ccc(-c2nn(-c3ccccn3)c(=O)c3ccccc23)cc1
    -2 | -15 | 7 | 12 | 2 | 16 | 2 | -2 | 0 | 11 | 25
- CC1Cc2cc(/C(O)=C3/C(=O)C(=O)N(CCCn4ccnc4)C3c3ccncc3)ccc2O1 (stereo not drawn)
    -1 | 7 | -14 | -7 | -21 | -89 | 8 | -17 | -326 | -47 | -20
- O=C(Nc1nnc(SCc2c(Cl)cccc2Cl)s1)C1CCCO1 (stereo not drawn)
    -26 | -5 | -1 | 4 | -15 | -55 | 2 | -9 | -38 | -24 | 5
- COc1ccc(C(=O)/C=C/c2ccc(OCc3ccccc3)cc2)cc1CSCC(=O)O
    23 | -26 | 6 | 39 | -4 | 2 | . | -13 | 7 | 25 | 10
- COC(=O)c1cc(COc2ccc3c4c(c(=O)oc3c2)CCCC4)c(C)o1
    -5 | -6 | -9 | -10 | -6 | -13 | 2 | 16 | -34 | -5 | 27
- COc1ccc(NC(=O)CN2C(=O)NC(C)(c3ccc(C)cc3)C2=O)c([N+](=O)[O-])c1 (stereo not drawn)
    0 | -2 | -34 | -2 | 3 | 1 | 2 | 1 | 5 | -4 | 2
- COc1ccc(-c2ccnc(SCC(=O)c3ccc(Br)cc3)n2)cc1
    21 | -8 | 12 | 36 | -9 | 4 | 1 | -11 | 13 | -16 | -3
- CCC(C(=O)OCC(=O)Nc1c(C)n(C)n(-c2ccccc2)c1=O)c1ccccc1 (stereo not drawn)
    9 | 5 | -2 | -1 | -14 | -12 | 6 | 3 | 19 | 11 | 9
- CCCn1c(SCC(=O)N2CC(=O)Nc3ccccc32)n[nH]c1=O
    7 | 9 | 9 | -7 | 1 | 17 | . | -43 | -6 | 0 | -5
- O=C(NCc1ccccc1)NC1CC2CCC(C1)N2Cc1ccco1 (stereo not drawn)
    12 | 4 | -7 | 7 | -4 | 3 | 3 | 6 | -10 | 17 | -5
- Clc1ccc(CN2CCC(c3nc4ccc(Cl)cc4[nH]3)CC2)cc1
    7 | -7 | 0 | -4 | -1 | 6 | 5 | -2 | 17 | 17 | 52
- COCC(=O)Nc1cc(C(=O)OC)cc(C(=O)OC)c1
    -8 | -3 | 7 | 4 | 0 | 17 | -1 | 12 | -3 | -5 | 1
- COc1ccc(C2c3c(ncn(CCN4CCOCC4)c3=N)Oc3ccc4ccccc4c32)cc1 (stereo not drawn)
    -5 | -14 | 60 | -14 | 5 | 20 | 1 | -1 | -13 | 60* | -15
- COC(=O)Cc1ccc(NC(=S)N2CCCCC2C)cc1 (stereo not drawn)
    -8 | 8 | -28 | 2 | 37 | -87 | 2 | 7 | -10 | -90 | -19
- CCn1cc(/C=C(\NC(=O)c2ccccc2OC)C(=O)NCCN2CCOCC2)c2ccccc21
    5 | -1 | . | -20 | -12 | 10 | . | -28 | 17 | -2 | 4
- COc1ccc(S(=O)(=O)NC(=O)C2(C)CCN2C(=O)c2ccccc2CCc2ccccc2)cc1 (stereo not drawn)
    -7 | -11 | . | -8 | -12 | -3 | . | 10 | -17 | -1 | 4
- O=C(c1cncc(Br)c1)N1CCN(S(=O)(=O)c2ccc3ccccc3c2)CC1
    -7 | 4 | 11 | 16 | 0 | 15 | . | -5 | 5 | 21 | -16
- C[C@H]1CN([C@@H](C)CO)C(=O)CCCn2nncc2CO[C@H]1CN(C)C(=O)C1CC1
    -4 | -1 | . | -2 | 1 | 0 | . | 9 | 9 | -7 | -11
- COc1ccc(-c2nc3c(Cl)cc(C(F)(F)F)cn3c2Cc2ccccc2C(F)(F)F)cc1OC
    -7 | . | . | . | 26 | 15 | . | 1 | -29 | . | .
- CCOC(=O)C(C)N1c2cccc3cccc(c23)S1(=O)=O (stereo not drawn)
    -6 | -1 | . | 10 | -5 | 8 | . | 10 | -32 | -11 | -3
- CCN(CC)C(=O)CSc1nnc2nnc3cc(Cl)ccc3n12
    -3 | -6 | 72* | 4 | 19 | 12 | -1 | 14 | 1 | -8 | 11
- COc1ccccc1NC(=O)Cn1nnc(C(=O)Nc2ccccc2)c1N
    -26 | -12 | 11 | 8 | -7 | 6 | 2 | 3 | -9 | 7 | -8
- O=C(CN1CCCCCC1)NCCc1ccc(F)cc1
    -6 | 5 | 1 | -10 | -30 | -15 | 5 | -7 | 6 | 10 | -2

Next section, overlapping the part above by 2 compounds.
Below each SMILES – TROY NFkB inh | KKLEB tox | MITF TRPM1 inh | CF NFkB inh | TRAIL sens C8 | HIF-2a block | NR2E3 ag-1 | NR2E3 ag-2 | TWEAK-Fn14 inh | Peg3 prom inh | Shn3 3UTR inh
- COc1ccccc1NC(=O)Cn1nnc(C(=O)Nc2ccccc2)c1N
    -26 | -12 | 11 | 8 | -7 | 6 | 2 | 3 | -9 | 7 | -8
- O=C(CN1CCCCCC1)NCCc1ccc(F)cc1
    -6 | 5 | 1 | -10 | -30 | -15 | 5 | -7 | 6 | 10 | -2
- CCCCN1CC(O)=C(c2nc3ccccc3[nH]2)C1=N
    -33 | 6 | -60 | -6 | 18 | -188 | 3 | -37 | -17 | -98 | -68
- O=C(c1ccc(Cl)c(NC2=NC3CS(=O)(=O)CC3S2)c1)N1CCN(c2ccccc2)CC1 (stereo not drawn)
    0 | -9 | 4 | -1 | -12 | 17 | -1 | 1 | 2 | 0 | -3
- C/C(=N/NC(=O)c1cccs1)c1cccc(NC(=O)C2CC2)c1
    -48 | 4 | -23 | -6 | -1 | -96 | -1 | -106 | -13 | -79 | -26
- O=C(CN(Cc1ccco1)C(=O)CNS(=O)(=O)c1ccc(Cl)cc1)NCc1ccco1
    -14 | 12 | -3 | 15 | -16 | 7 | 3 | -5 | 18 | 5 | 0
- COc1ccc(Nc2nc(-c3cccc([N+](=O)[O-])c3)nc3ccccc23)cc1
    25 | -16 | -2 | -22 | -5 | -46 | -5 | 12 | 80* | 43 | -6
- CC1(C(=O)NS(=O)(=O)c2cccc(F)c2)CCN1C(=O)Cc1cc(F)ccc1F (stereo not drawn)
    5 | 11 | . | -4 | -9 | 6 | . | -1 | 7 | 7 | 4
- CN(C)c1ccc(-c2ccc([C@H]3[C@@H]4C=CCC[C@@]4(C)C(=O)N3Cc3ccccc3)c(F)c2)cc1
    11 | -23 | -12 | 34 | 9 | 30 | 0 | 1 | 18 | 16 | 53
- CC(C)N(Cc1ccccc1)S(=O)(=O)c1ccc(Cl)nc1
    -7 | 6 | 0 | 6 | 2 | -6 | -1 | 11 | 11 | 2 | 0
- O=C(Cn1nnc2ccccc21)NNC(=S)NC1CCCCC1
    -11 | 23 | 10 | 6 | -3 | 4 | -2 | -3 | 23 | -2 | 4
- CC1=C(C(=O)OCC(Br)(Br)Br)C(c2cccc([N+](=O)[O-])c2)NC(=O)N1CCCC(=O)O (stereo not drawn)
    2 | 8 | 6 | 1 | -4 | 8 | 1 | -7 | 0 | -6 | -5
- CCOc1ccc(C2/C(=C(\O)c3ccc4c(c3)OCCO4)C(=O)C(=O)N2CCCn2ccnc2)cc1OC (stereo not drawn)
    5 | 4 | 3 | 13 | 16 | 8 | 0 | -7 | -2 | 6 | -34
- Cc1[nH]c2ccc(C(=O)N3CCN(c4ccc(F)cc4)CC3)cc2c1C
    1 | 5 | -10 | -4 | 21 | 0 | 3 | 4 | -13 | 21 | 7
- N#Cc1ccc(C(=O)Nc2cc(S(=O)(=O)N3CCOCC3)ccc2N2CCOCC2)cc1
    1 | -3 | . | -10 | 14 | 15 | . | -21 | -2 | 2 | -5
- CCOC(=O)C1CCN(C(=O)c2[nH]c3ccc(OC)cc3c2C)CC1
    1 | 1 | 18 | -2 | -9 | -1 | -3 | -37 | 10 | 2 | 0
- CC(=O)c1ccc(N(CC(=O)NC2CCCC2)C(=O)CNC(=O)c2ccco2)cc1
    -2 | -6 | -9 | 4 | 1 | 7 | 1 | 7 | -18 | 9 | 7
- CCCCCCCSc1ncnc2[nH]ncc12
    -13 | 5 | -31 | 24 | 4 | -160 | . | -22 | -32 | -132 | -14

Five entries already listed, ordered by their value in HIF-2a block, smallest number first.
| Molecule | MITF TRPM1 inh | CF NFkB inh | HIF-2a block | NR2E3 ag-1 | NR2E3 ag-2 | TWEAK-Fn14 inh | Peg3 prom inh | Shn3 3UTR inh |
| --- | --- | --- | --- | --- | --- | --- | --- | --- |
| CCCCN1CC(O)=C(c2nc3ccccc3[nH]2)C1=N | -60 | -6 | -188 | 3 | -37 | -17 | -98 | -68 |
| CCOC(=O)C1CCN(C(=O)c2[nH]c3ccc(OC)cc3c2C)CC1 | 18 | -2 | -1 | -3 | -37 | 10 | 2 | 0 |
| Cc1[nH]c2ccc(C(=O)N3CCN(c4ccc(F)cc4)CC3)cc2c1C | -10 | -4 | 0 | 3 | 4 | -13 | 21 | 7 |
| CC(=O)c1ccc(N(CC(=O)NC2CCCC2)C(=O)CNC(=O)c2ccco2)cc1 | -9 | 4 | 7 | 1 | 7 | -18 | 9 | 7 |
| O=C(c1ccc(Cl)c(NC2=NC3CS(=O)(=O)CC3S2)c1)N1CCN(c2ccccc2)CC1 (stereo not drawn) | 4 | -1 | 17 | -1 | 1 | 2 | 0 | -3 |

From PubChem
